H9c2 TAG inh: inhibitors of triacylglycerol accumulation; H9c2 cells, Nile Red lipid (TAG) fluorescence; cells loaded with 200 µM oleic acid; AID 651582; 230,000 tested, 0.66% active; inhibition, % at 12.5 µM;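 active = pattern-corrected inhibition of lipid staining of at least 50% with the nuclear-stain viability signal not falling by more than 50%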;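 also: 0% = DMSO wells and 100% = triacsin C control wells; some results filed as inactive read as strong as hits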
H9c2 TAG inh DAPI viability: further read-out of H9c2 TAG inh, marked with its call; DAPI nuclei signal change (viability), lower = more cytotoxic, %;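 whole-well DAPI fluorescence read on a plate reader as a viability signal; minus 50 percent equals half of cells still viable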
Active calls of the source: *; & = joins results of further samples. These rows are one share of the data. The share of hits here may be higher or lower than overall.

A first look, 4 compounds:
SMILES | H9c2 TAG inh | H9c2 TAG inh DAPI viability
CN(Cc1ccc(OC(F)F)cc1)C(=O)c1ccc2nccnc2c1 | 16 | -6
CCOc1ccc(NC(=O)c2ccc(OCC3CCCO3)cc2)cc1S(=O)(=O)N(CC)CC (stereo not given) | 31 | 5
Cc1cccc(NC(=O)CCc2ccc(S(=O)(=O)NC3CCCCC3)cc2)c1 | -9 | -2
Cc1ccc(S(=O)(=O)N2CCC(C)CC2)cc1C(=O)NCCN1CCOCC1 | -6 | 6

All compounds of this part, from the start:
SMILES | H9c2 TAG inh | H9c2 TAG inh DAPI viability
CN(Cc1ccc(OC(F)F)cc1)C(=O)c1ccc2nccnc2c1 | 16 | -6
CCOc1ccc(NC(=O)c2ccc(OCC3CCCO3)cc2)cc1S(=O)(=O)N(CC)CC (stereo not given) | 31 | 5
Cc1cccc(NC(=O)CCc2ccc(S(=O)(=O)NC3CCCCC3)cc2)c1 | -9 | -2
Cc1ccc(S(=O)(=O)N2CCC(C)CC2)cc1C(=O)NCCN1CCOCC1 | -6 | 6
COC(=O)c1ccc(OC(=O)c2cccs2)cc1 | -6 | -2
COc1nc(OC/C(N)=N/O)nc(N2CCOCC2)n1 | -16 | -2
COc1cc(/C=C/C(=O)O)ccc1OS(=O)(=O)c1ccc(C)cc1 | -24 | 2
COc1ccc(OC)c(N=C2C(=O)Nc3ccccc32)c1 | 4 | 2
Cc1ccc(-c2cccc(C3CC=CC4C3C(=O)N(Cc3ccccc3)C4c3cc(C)ccc3F)c2)cc1 (stereo not given) | -25 | 1
O=C(NN=C1CCCCCCC1)c1ccc(F)cc1 | -8 | 0
COCc1cc(C)nc(SCC(=O)Nc2ccccc2C)c1C#N | -28 | 7
CCc1ccc(N2CC(C(=O)N3CCN(c4ccc([N+](=O)[O-])cc4)CC3)CC2=O)cc1 (stereo not given) | -11 | 9
CCOc1ccccc1NC(=O)c1ccc2c(c1)C(=O)N(C(C)(C)C)C2=O | 16 | -7
CCCC(=O)c1ccc(N2CCN(S(=O)(=O)c3ccccc3)CC2)c(F)c1 | 8 | -16
Cc1ccc(-c2cn(S(=O)(=O)c3cccc([N+](=O)[O-])c3)nc2N)cc1 | -3 | 9
OCCNc1ncnc2c1ncn2[C@H]1CN(Cc2ccco2)C[C@@H](CO)O1 | 3 | 4
CC(NC(=O)c1ccc(NC(=O)CC2SC(N3CCCC3)=NC2=O)cc1)c1ccccc1 (stereo not given) | -24 | 3
CC(C)[C@H](NC(N)=O)C(=O)Nc1ccc(OCc2ccccc2)cc1 | -3 | 8
CCN1CCN(c2ccc(S(=O)(=O)N3CCCCC3)cc2NC(=O)COc2ccc(Cl)c(C)c2)CC1 | 21 | 12
CCOC(=O)c1ccc(NS(=O)(=O)N2CCCCCC2)cc1 | 5 | -14
COc1cc(CN2C[C@@H](CO)O[C@@H](n3cnc4c(NCc5ccc(F)cc5)ncnc43)C2)cc(OC)c1OC | 12 | -1
COc1ccccc1CC(=O)N(CCC#N)CCC#N | 0 | 2
CC(=O)c1cc(F)c(N2CCN(C(=O)COc3ccccc3F)CC2)cc1C | -13 | 0
O=C(Nc1ccc2oc(-c3ccncc3)nc2c1)c1c(F)c(F)c(F)c(F)c1F | 10 | 5
O=C(NCc1cccc(C(F)(F)F)c1)C1CCN(c2ncccn2)CC1 | 21 | -1
CCOC(=O)C1CCN(C(=O)/C=C/c2ccccc2)CC1 | 4 | 12
Cc1ccc(S(=O)(=O)NCc2ccc(C(=O)N3CCN(c4ccccn4)CC3)cc2)cc1 | -18 | 13
CC(C)Nc1nc(Cl)nc(NCCOc2ccccc2)n1 | -23 | -6
CCN1CCN(C(=O)c2ccc3c(c2)S(=O)(=O)c2ccccc2C3=O)CC1 | 9 | -6
CN(C)C(=O)c1cccc(-c2cnc3cccnn23)c1 | 8 | 8
Cc1ccc(-c2cc(C(=O)N3CCN(c4ncccn4)CC3)c3ccccc3n2)cc1 | -6 | -5
O=C(N/N=C/c1ccncc1)c1cnccn1 | -6 | 13
O=C(CCS(=O)(=O)c1ccc(Cl)cc1)N1CCN(S(=O)(=O)c2cccs2)CC1 | 12 | -22
CC1CCCN(CC(=O)N2c3ccccc3Sc3ccccc32)C1 (stereo not given) | -26 | 7
Cc1nnc(SCC(=O)O)s1 | -3 | 0
C/C(=N\NC(N)=O)C1CC(CC(C)C)C(=O)O1 (stereo not given) | -7 | 1
O=C(Cn1c(=O)oc2cc(S(=O)(=O)N3CCCCC3)ccc21)N1CCc2ccccc2C1 | 0 | -3
COc1ccc(-c2cccc(N3CCN(c4ccccn4)CC3)n2)cc1OC | 1 | -11
O=C(CSc1nnc(COc2ccccc2F)n1-c1ccccc1)NC1CCS(=O)(=O)C1 (stereo not given) | -12 | 7
O=C(CC1C(=O)NCCN1Cc1ccc(-c2ccccc2)cc1)NCCCn1ccnc1 (stereo not given) | -4 | 16

Single records, from the list above. Screens in order: H9c2 TAG inh	H9c2 TAG inh DAPI viability
CN(C)C(=O)c1cccc(-c2cnc3cccnn23)c1 reads 8	8
O=C(Nc1ccc2oc(-c3ccncc3)nc2c1)c1c(F)c(F)c(F)c(F)c1F reads 10	5

A draw from above in order of SMILES length, rising.
SMILES | H9c2 TAG inh | H9c2 TAG inh DAPI viability
COC(=O)c1ccc(OC(=O)c2cccs2)cc1 | -6 | -2
C/C(=N\NC(N)=O)C1CC(CC(C)C)C(=O)O1 (stereo not given) | -7 | 1
COCc1cc(C)nc(SCC(=O)Nc2ccccc2C)c1C#N | -28 | 7
COc1cc(/C=C/C(=O)O)ccc1OS(=O)(=O)c1ccc(C)cc1 | -24 | 2
CC(=O)c1cc(F)c(N2CCN(C(=O)COc3ccccc3F)CC2)cc1C | -13 | 0
CC(NC(=O)c1ccc(NC(=O)CC2SC(N3CCCC3)=NC2=O)cc1)c1ccccc1 (stereo not given) | -24 | 3
CCN1CCN(c2ccc(S(=O)(=O)N3CCCCC3)cc2NC(=O)COc2ccc(Cl)c(C)c2)CC1 | 21 | 12

(listing goes on)
SMILES | H9c2 TAG inh | H9c2 TAG inh DAPI viability
O=C(CSc1ccc2c(c1)OCCO2)Nc1ccccc1 | -4 | 7
Cc1ccccc1NC(=S)/C(=C(\[O-])c1cc(C)n(Cc2ccccc2Cl)c1C)[n+]1ccccc1 | 0 | 56
Cc1ccc(NC(=O)COc2ccc(N(C)C(=O)C(C)(C)C)cc2)cc1S(=O)(=O)N1CCCCC1 | -36 | -4
N#Cc1ccc(OCC(=O)NCCCn2ccnc2)cc1 | -13 | 1
NC(=O)c1nn(-c2ccccc2)nc1NC(=O)CN1CCOCC1 | 0 | -6
CCCOC(=O)c1ccc(NC(=O)c2cnccn2)cc1 | 1 | 4
CCCN(C(=O)CSc1nnc(-c2ccncc2)n1CCC)c1c(N)n(Cc2ccccc2)c(=O)[nH]c1=O | 2 | -4
CCOC(=O)c1c(C)oc2ccc(OCC(=O)N(CC)CC)cc12 | -3 | -4
Cc1ccc(NC(=O)c2cc(NC(=O)c3ccco3)ccc2N2CCCCC2)cc1 | -17 | 3
CCOC(=O)CN1CC23C=CC(O2)C(C(=O)Nc2ccc(F)c(C)c2)C3C1=O (stereo not given) | 6 | 3
COCCCNC(=O)C1CCN(c2ccc(N3CCOCC3)nn2)CC1 | -11 | -3
COCCCNC(=O)C[C@H]1C[C@H](C(=O)N2CCOCC2)[C@@]2(C)c3[nH]c4cc(-c5ccco5)ccc4c3CCN2C1=O | 15 | 0
Cc1cccc(NC(=O)CSc2nnc(-c3ccccc3Br)o2)c1C | -7 | -1
CC1(C)CC(=O)C(C(=O)C2CCN(S(=O)(=O)c3ccccc3)CC2)C(=O)C1 | -4 | -5
Cc1nc2c(c(=O)c3ccccc3n2C)c(=O)n1-c1ccccc1 | 8 | 9
CN(C)CCN(Cc1cc2cc3c(cc2[nH]c1=O)OCO3)C(=S)NCc1ccco1 | 16 | 5
CC(C)N(C(=O)CSc1nc2ccccc2c(=O)[nH]1)C(C)C | 17 | -9
C=C(NC(=O)C(=C)NC(=O)c1csc(C2=NC3c4csc(n4)C4NC(=O)c5csc(n5)C(C(C)(O)C(C)O)NC(=O)C5CSC(=N5)/C(=C/C)NC(=O)C(C(C)O)NC(=O)c5csc(n5)C3(CC2)NC(=O)C(C)NC(=O)C(=C)NC(=O)C(=C)NC(=O)C(C(C)C)NC2C=Cc3c(C(C)O)cc(nc3C2O)C(=O)OC4C)n1)C(N)=O (stereo not given) | 0 | -44
CC(C)CN(C(=O)C1CSC2(C)CCC(=O)N12)c1c(N)n(Cc2ccccc2)c(=O)[nH]c1=O (stereo not given) | 17 | 4
O=[N+]([O-])/C(C(=C(Cl)Cl)N1CCN(Cc2ccccc2)CC1)=C1\NCCN1Cc1ccc(Cl)nc1 | 10 | 10
O=C(Nc1ccc(N2CCOCC2)cc1)c1cc2c(s1)CCCCC2 | 37 | 0
O=C(N/N=C/C(Cl)=C/c1ccc([N+](=O)[O-])cc1)C(=O)Nc1ccc(C(=O)O)cc1 | -3 | -2
CC(=O)c1ccc(N2CCN(C(=O)c3ccc4ccccc4n3)CC2)cc1 | 10 | -7
CC(C)c1ccc(CC(=O)N2CCC2(C)C(=O)NCCC#N)cc1 (stereo not given) | 8 | 1
CCn1c(C)nc2cc(C(=O)NNC(=O)[C@@H](NC(=O)c3cc(OC)cc(OC)c3)C(C)C)ccc21 | -15 | 8
O=C(NCc1cccs1)C1CC(=O)N(Cc2ccccc2)C1 (stereo not given) | -2 | 6
CN1/C(=C\C(=O)c2cccc(S(=O)(=O)N3CCCCC3)c2)C(C)(C)c2ccccc21 | -31 | 5
COc1ccc(-c2ccc(CN3C(C(C)C)C(=O)N(Cc4cn(CC5CCCCC5)nn4)CCS3(=O)=O)cc2)cc1OC (stereo not given) | -5 | -2
CC1=C(C(=O)OCc2ccccc2)C(c2ccc3c(c2)OCO3)NC(=O)N1CCCC(=O)O (stereo not given) | -6 | 0
Cc1ccc(C(O)c2ncc(-c3ccc4ccccc4c3)[nH]2)cc1 (stereo not given) | -24 | -8
Cc1cn(-c2cc(C(=O)Nc3ccc(C)c(NC(=O)N4CCNC4=O)c3)cc(C(F)(F)F)c2)cn1 | -6&4 | 6&10
CCCCn1nc(C(=O)NC2CCCCC2)c2ccccc2c1=O | 4 | 4
Cc1ccc(CN(C)C[C@@H]2OCc3cnnn3CCCC(=O)N([C@@H](C)CO)C[C@H]2C)cc1 | 1 | 2
CCOc1cc(C(=O)CCC(=O)OCC(=O)NC(=O)NCC(C)C)ccc1O | -4 | -4
CC(=O)N1CCC2(CC1)NC(=O)N(c1ccccc1)N2 | 2 | -4
O=[N+]([O-])c1cc(/C=N/Nc2nc(N3CCOCC3)nc(N3CCOCC3)n2)ccc1Cl | 9 | -1
Cc1ccc(-n2c(N)cc(=O)nc2SCC(=O)NC2CCCCC2)cc1C | 3 | -1
Cc1ccccc1OCC(O)CN (stereo not given) | -8 | 5
Cc1ccc(/C=N\NC(=O)c2cncc(Br)c2)o1 | -1 | -2
CCCOC(=O)Cn1c(=O)c2cc3c(=O)n(CC(=O)OCCC)c(=O)c3cc2c1=O | -9 | 10
S=c1nc[nH]c2c1sc1nc(N3CCOCC3)c3c(c12)CCCC3 | 20 | 2
O=C(NCCC1=CCCCC1)c1cnsn1 | -7 | 3
C[C@H]1CN([C@@H](C)CO)C(=O)CCCn2cc(nn2)CO[C@@H]1CN(C)C(=O)Nc1cccc(Oc2ccccn2)c1 | 13 | -9
N#Cc1ccc(C(=O)OCC(=O)Nc2ccc(S(N)(=O)=O)cc2)cc1 | -3 | 9
CC(C)CN(C(=O)COC(=O)CCc1c[nH]c2ccccc12)c1c(N)n(Cc2ccccc2)c(=O)[nH]c1=O | -1 | -6
C=CC[C@H](CC(=O)NCCO)C(=O)N[C@H](COC(=O)[C@H](CC=C)CC(=O)OC(C)(C)C)Cc1c[nH]c2ccccc12 | 20 | 1
O=C(NCCCN1CCOCC1)C(=O)NCC1OCCN1S(=O)(=O)c1ccc(Cl)cc1 (stereo not given) | -3 | -9
Cc1ccc([C@H]2N[C@]3(CCCN(Cc4ccc(Br)cc4)C3=O)[C@H]3C(=O)N(Cc4ccccc4)C(=O)[C@@H]23)cc1 | 6 | 2
Cc1ccccc1-c1nn(-c2ccc(F)cc2F)cc1CNCCCO | -3 | 4
CCOc1ccc(Oc2ccc(S(=O)(=O)N3CCOCC3)cc2N)cc1 | -19 | 11
O=C(NCc1ccc2c(c1)OCO2)C12CN(Cc3ccccc3)CC1C(c1cccc([N+](=O)[O-])c1)=NO2 (stereo not given) | 1 | -8
N=c1c2c(n(Cc3ccc(Br)cc3)c3c1CCC3)CCCC2 | 7 | 3
N=C(N)SCCc1cccc(CCSC(=N)N)c1 | -7 | -2
CCc1nnc(NC(=O)c2cc(C)nc3ccccc23)s1 | 18 | -9
CN(C)S(=O)(=O)c1cccc(NC(=S)N/N=C/C2CC=CCC2)c1 (stereo not given) | -7 | 1
Cn1c(SCC(=O)N2CCCc3ccccc32)nc2ccccc2c1=O | -26 | 9
COc1cc(C2C(C#N)=C(N)Oc3n[nH]c(-c4cccnc4)c32)ccc1OCC(N)=O (stereo not given) | 8 | -6
COc1ccc(OCCOc2ccc(S(=O)(=O)N3CCCC3)cc2[N+](=O)[O-])cc1 | -16 | 10

5 entries from above, reformatted.
molecule	H9c2 TAG inh	H9c2 TAG inh DAPI viability
CCOc1ccc(Oc2ccc(S(=O)(=O)N3CCOCC3)cc2N)cc1	-19	11
O=C(NCc1ccc2c(c1)OCO2)C12CN(Cc3ccccc3)CC1C(c1cccc([N+](=O)[O-])c1)=NO2 (stereo not given)	1	-8
N=c1c2c(n(Cc3ccc(Br)cc3)c3c1CCC3)CCCC2	7	3
N=C(N)SCCc1cccc(CCSC(=N)N)c1	-7	-2
CCc1nnc(NC(=O)c2cc(C)nc3ccccc23)s1	18	-9
